Source: PubChem BioAssay
FBPA Giardia inh: blocks Giardia fructose-bisphosphate aldolase activity. purified Giardia FBPA. Potency, µM (doses to about 59.6 µM), for inactives: top-dose activity, negative = inhibition, most hits filed as inhibitors. hit rate 0.71% among 290,000. AID 2451; further: potency means the concentration at half of the fitted maximal effect; on the % scale 0 is the no-effect control and ±100 the full control effect; nearly all actives have a fitted effect of over 55% in size
Target sequence (A8B2U2 whole entry, looked up): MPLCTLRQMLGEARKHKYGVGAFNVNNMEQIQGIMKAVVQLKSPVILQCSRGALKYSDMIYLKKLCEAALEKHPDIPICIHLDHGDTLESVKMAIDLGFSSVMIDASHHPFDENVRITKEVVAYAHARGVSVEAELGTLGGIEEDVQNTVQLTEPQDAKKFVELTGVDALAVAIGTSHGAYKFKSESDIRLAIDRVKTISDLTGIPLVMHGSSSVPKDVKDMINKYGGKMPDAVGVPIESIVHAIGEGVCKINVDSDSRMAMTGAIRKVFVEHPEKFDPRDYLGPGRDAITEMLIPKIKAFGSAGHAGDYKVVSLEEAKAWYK
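40 nM FBPA preincubated 10 min at RT with compound (up to 57.5 uM final), then substrate plus GAPDH/TPI/NAD/arsenate coupling and diaphorase/resazurin added. Fluorescence read after 20 min at RT, 525/598 nm.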
Cycloheximide cs: counter-screen hit for Shiga toxin inhibitors, cycloheximide; cell reporter, cycloheximide protein synthesis inhibition counterscreen; hit rate 12% among 300,000; max response, %; AID 2314; in the data active means max response mostly above about 13%, no sharp cut-off; inactive means mostly below about 14%; further: read at 38.3 µM for the half of the compounds with a filed dose; 0% is about no effect
Sm TGR inh: inhibitors of Schistosoma mansoni thioredoxin glutathione reductase; hit rate 3% among 360,000; Potency, µM (series often up to 114 µM), for inactives: at the top dose activity change, negative = inhibition, most hits filed as inhibitors; purified TGR, DTNB reduction, TNB absorbance 405 nm; AID 485364; further: potency means the concentration at half of the fitted maximal effect; on the % scale 0 is the no-effect control and ±100 the full control effect; nearly all actives have a fitted effect of over 60% in size
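First, TGR (20 nM dispensed) and NADPH were mixed with compound. Second, a 15 min room-temperature incubation followed. Third, further NADPH and then DTNB were added to start the reaction. Finally, TNB absorbance was monitored kinetically.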
Shiga toxin inh: inhibitors of Shiga toxin in Vero cells. Vero cells, Shiga toxin protein synthesis inhibition reporter. inhibition, % at 38.7 µM. hit rate 9.2% among 290,000. AID 2315; in the data active means inhibition mostly above about 28%, no sharp cut-off; inactive means mostly below about 43%; further: 0% is about no effect
Pf growth 48h: P. falciparum growth inhibition at 48 hours (one generation); P. falciparum luciferase growth in erythrocytes, 48 h; Potency, µM (doses to about 28.7 µM), without a hit: top-dose activity change, negative = inhibition, hits mostly inhibitors; hit rate 5.9% among 310,000; AID 504832; further: potency means the concentration at half of the fitted maximal effect; on the % scale 0 is the no-effect control and ±100 the full control effect
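Cell-based growth assay: transgenic P. falciparum expressing firefly luciferase, cultured in red cells within RPMI 1640 containing 0.5% w/v Albumax, 24 mM bicarbonate and gentamycin. A drop in luciferase activity indicates inhibition.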
Pf growth 96h: P. falciparum growth inhibition at 96 hour, primary screen for plastid delayed-death inhibitors; P. falciparum luciferase reporter growth, 96 h; Potency, µM (highest dose often 28.7 µM), inactives show at the top dose activity change, negative = inhibition, usual class: inhibitors; hit rate 6.9% among 320,000; further: potency means the concentration at half of the fitted maximal effect; on the % scale 0 is the no-effect control and ±100 the full control effect
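P. falciparum expressing integrated firefly luciferase, in erythrocytes at 2% hematocrit, 0.05% parasitemia, incubated with compounds 96 h at 37 C, 5% CO2. Growth inhibition read as loss of luminescence; two-generation exposure targets delayed-death apicoplast inhibitors.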
Starred values were filed as active, the others as inactive; ? = inconclusive; / = no result given; + = active, no number; & = joins results of further samples; [ ] = another dose, or the depositor's remark. Unless noted, the call rests on the fitted dose curve; in most records, active means well fitted curve in the direction sought with a large enough effect; inconclusive means small, poorly fitted or top-dose-only effect, or another doubt; inactive means no such curve, though single readings can be large; an effect the other way counts as inactive or inconclusive.

Each structure is followed by: FBPA Giardia inh	Pf growth 48h	Pf growth 96h	Sm TGR inh	Cycloheximide cs	Shiga toxin inh
1: Cc1sc2nc(C3CC3)nc(N3CCN(S(=O)(=O)c4ccc(F)cc4)CC3)c2c1C
 : -4%	10µM*	16%	0%	-3	-15
2: CC(=O)c1cccc(NC(=O)c2cccc(NC(=O)c3ccco3)c2)c1
 : 0%	-1%	-20%	-19%	4	/
3: O=C(Nc1ccccc1)N1CCc2c([nH]c3ccccc23)C1C(F)(F)F (configuration not stated)
 : -3%	?	?	0%	-2	5
4: COC(=O)[C@@H]1C[C@@]1(C)[C@@H](NP(=O)(c1ccccc1)c1ccccc1)c1ccccc1
 : 6%&2%	5%	?	-8%	1	-7
5: COc1ccc(C(=O)Nc2ccnc(-c3cccnc3)n2)cc1
 : 3%	39%[activator]	14%[1.15 µM]	-1%	14	50
6: O=C(Cn1cccn1)N1CCCC(N2CCN(Cc3ccc4c(c3)OCO4)CC2)C1 (configuration not stated)
 : /	-22%	?	6%	0	-3
7: CC(C)NC(=O)CN(c1cccc([N+](=O)[O-])c1)S(=O)(=O)c1ccccc1
 : 1%	-5%	1%	4%	6	14
8: CCOC(=O)c1cccc(NC(=O)CCS(=O)(=O)c2cccs2)c1
 : 2%	-20%	?	-86%	-5	10
9: O=C(COC(=O)c1ccc(NS(=O)(=O)c2cccs2)cc1O)Nc1nc2ccccc2s1
 : 4%	46%[activator]	8%	-9%	-2	-5
10: CCn1nc(C)c(CN2CCCCC2C(=O)Nc2ccc(Oc3cccnc3)cc2)c1C (configuration not stated)
 : /	?	7%	0%	9	-3
11: O=C(CN1C(=O)CCS(=O)(=O)c2ccccc21)NCc1ccc(F)cc1
 : -2%	8%	-23%	-1%	3	6
12: Cc1ccc(S(=O)(=O)Nc2nc3ccc(S(C)(=O)=O)cc3s2)cc1
 : 27%	-12%	12µM*	2%	-1	-11
13: Cc1ccc(C(=O)N=c2sccn2C)cc1S(=O)(=O)N1CCOCC1
 : /	71%[activator]	-21%	-1%	/	/
14: COc1ccc(C2=NN(C(=O)COc3ncnc4ccccc34)C(c3ccco3)C2)cc1 (configuration not stated)
 : 1%	-22%	?	-32%	-4	-10
15: COc1cc(NC(=O)CSc2ncnc3c2cnn3Cc2ccccc2)cc(OC)c1
 : 2%	12µM*	/	1%	16	-9

Structures shown so far that contain a halogen:
Each structure is followed by: FBPA Giardia inh	Pf growth 48h	Pf growth 96h	Sm TGR inh	Cycloheximide cs	Shiga toxin inh
1: Cc1sc2nc(C3CC3)nc(N3CCN(S(=O)(=O)c4ccc(F)cc4)CC3)c2c1C
 : -4%	10µM*	16%	0%	-3	-15
3: O=C(Nc1ccccc1)N1CCc2c([nH]c3ccccc23)C1C(F)(F)F (configuration not stated)
 : -3%	?	?	0%	-2	5
11: O=C(CN1C(=O)CCS(=O)(=O)c2ccccc21)NCc1ccc(F)cc1
 : -2%	8%	-23%	-1%	3	6

Later entries:
Each structure is followed by: FBPA Giardia inh	Pf growth 48h	Pf growth 96h	Sm TGR inh	Cycloheximide cs	Shiga toxin inh
16: CCOC(=O)c1cnc2c(c(C3CC3)nn2C)c1N1CCOCC1
 : 1%	-11%	1%	11%	-4	-3
17: CCOC(=O)c1c(S(=O)(=O)Nc2ccccn2)c(C)n(C)c1C
 : -3%	4%	?	-10%	-1	-11
18: COc1ccccc1-n1c(-c2ccccc2Br)nc2ccccc2c1=O
 : 0%	?	?	0%	-1	-6
19: Cc1c(NC(=O)c2cccs2)cccc1[N+](=O)[O-]
 : 5%	20%	0%	5%	3	-4
20: COc1cccc(/C=C/C(=O)Nc2ccc3c(c2)OCCO3)c1OC
 : -16%	218%[activator]	235%[activator]	-10%	27*	88*
21: CC(/C=N/NC(=O)CSc1ccccn1)=C\c1ccc(C(C)C)cc1
 : -3%	-12%	?	-1%	108*	+
22: CC(=O)c1ccc(NC(=S)N2CCN(c3cccc(Cl)c3)CC2)cc1
 : 9%	7%[5.75 µM]	31%[activator][5.75 µM]	-9%	-5	8
23: O=[N+]([O-])c1cc(Cl)cc(/C=N/NC(=S)Nc2ccc(S(=O)(=O)N3CCOCC3)cc2)c1O
 : 21%	0.47µM*	?	-18%	1	-8
24: COC(=O)Cc1nc(NC(=O)c2cccs2)sc1C
 : 22%	81%[activator]	104%[activator]	6%	35*	54*
25: C=CCn1c(O)c(C(CC)=NCCN2CCOCC2)c(=O)[nH]c1=O
 : -16%	5%	44%[activator]	-75%	-6	-16
26: COC(=O)CC1(C(=O)OC)Oc2ccc(Br)cc2C(=O)N1c1ccc(Br)cc1Cl (configuration not stated)
 : -9%	?	12µM*	-1%	0	-3
27: O=C(c1ccco1)N1CCCN(Cc2cn[nH]c2-c2ccc(-c3ccccc3)cc2)CC1
 : -3%	?	?	/	13	37
28: COc1cc2[nH]c3c(=O)n(CCN4CCOCC4)cnc3c2cc1OC
 : -10%	-12%	19%	7%	-3	-4
29: Cc1ccccc1Nc1nc(N)nc(CSc2nnnn2-c2ccccc2)n1
 : -11%	-19%	-7%	3%	6	-1
30: CCc1ccccc1NC(=O)CN(C)C(=O)Cn1cc(C(F)(F)F)cc(Cl)c1=O
 : ?	17%[5.75 µM]	55%[activator]	19%	4	2

The results go on.
Each structure is followed by: FBPA Giardia inh	Pf growth 48h	Pf growth 96h	Sm TGR inh	Cycloheximide cs	Shiga toxin inh
31: O=C(O)CNC(=O)C(CS)Cc1ccccc1 (configuration not stated)
 : 10%	45%[activator]	83%[activator]	0%	/	/
32: O=C(CNC(c1ccccc1)c1ccccc1)Nc1ccc(F)cc1
 : 1%	-16%	?	-18%	0	-11
33: Cc1ccc(S(=O)(=O)N2CCC(C)CC2)cc1[N+](=O)[O-]
 : 2%	8%	29%	/	7	7
34: O=C(NCc1cccnc1)C1CCN(S(=O)(=O)c2cccc(C(F)(F)F)c2)CC1
 : /	7%	3%	-14%	/	/
35: O=S(=O)(NC1CC1)c1ccc(S(=O)(=O)N(Cc2ccccn2)C2CCCC2)cc1
 : -10%	/	-15%	-9%	-5	4
36: O=C(CCn1nc(-c2ccccc2)c2ccccc2c1=O)NN1CCOCC1
 : 1%	9%	107%[activator]	10%	-5	-16
37: CCOCC(=O)Nc1ccc2c(c1)OCCO2
 : -3%	112%[activator]	3%	2%	42*	68*
38: CCOc1ccc(NC(=O)c2cc3ccccc3cc2OC)cc1
 : 0%	-26%	-44%	21%	36*	60*
39: O=C(NCCN1CCOCC1)c1cc(-c2ccc(Cl)s2)nc2ccccc12
 : -18%	9%	12%	4%	-2	14
40: COc1ccc(NC(=O)Nc2nnc(C(C)(C)C)s2)cc1
 : 0%	60%[activator]	104%[activator]	-11%	23*	49*
41: Cc1c(/C=N/O)c2ccccn2c1C=O
 : -7%	11%	0%	7%	-3	4
42: CSC1=N/C(=C\C=C\c2cccs2)C(=O)S1
 : -5%	1%	5.2µM*	-31%	-3	-4
43: Cc1cccc(N=Nc2c(C)c(C#N)c(O)[nH]c2=O)c1
 : -6%	25%	52%[activator]	10%	14*	8
44: O=C(NCCOc1ccc(F)cc1)C1CCC(=O)N(CCCN2CCCC2=O)C1 (configuration not stated)
 : 6%	24%	?	-14%	-3	-10
45: COC(=O)C1CCN(C(=O)c2oc3c(Cl)cc(C)cc3c2C)CC1
 : 7%	101%[activator]	8%	?	47*	76*

(further entries)
Each structure is followed by: FBPA Giardia inh	Pf growth 48h	Pf growth 96h	Sm TGR inh	Cycloheximide cs	Shiga toxin inh
46: COc1cc(NC(=O)c2onc(C)c2Cl)c(OC)cc1Cl
 : 3%	-4%	-24%	5%	-1	-1
47: CCCCCn1nc(C(=O)N(CC(C)C)c2c(N)n(CCCC)c(=O)[nH]c2=O)c2ccccc2c1=O
 : /	?	?	2%	/	/
48: O=C(O)c1cccnc1SCC(=O)C12CC3CC(CC(C3)C1)C2
 : 29%	9%	6%	7%	2	10
49: CCOC(=O)C1C(=O)NC23CCCC2C1c1ccccc1O3 (configuration not stated)
 : 1%	4%	16%	4%	2	2
50: CCCS(=O)(=O)N1CCCC(C(=O)Oc2ccc(Cl)cc2)C1 (configuration not stated)
 : -3%	-15%	?	5%	-2	6
51: CC(C)(C)CC(C)(C)N=C1NS(=O)(=O)c2cc([N+](=O)[O-])ccc21
 : -6%	?	5%	/	7	-4
52: COC(=O)CCC(=O)Nc1cccc(C(=O)Nc2cccc(Cl)c2)c1
 : 17%	?	45%[activator]	7%	18	11
53: COc1cc(C2N(Cc3ccccc3)CCN2Cc2ccccc2)ccc1OC(C)=O
 : 9%	-2%	?	-10%	1	-11
54: CCOc1ccccc1C1CC(=O)NC(SCC(=O)Nc2nccs2)=C1C#N (configuration not stated)
 : -11%	/	?	-22%	-3	-13
55: O=C(Cn1nc(-c2ccccc2)c2ccccc2c1=O)NCCN1CCOCC1
 : 3%	3%	/	1%	2	26
56: CC1CN(c2ccc(Cl)cc2[N+](=O)[O-])CCN1S(C)(=O)=O (configuration not stated)
 : 0%	10%	8%	0%[57.1 µM]	1	-33
57: COC(=O)N/N=C/c1ccc([N+](=O)[O-])s1
 : -6%	15µM*	8.3µM*	-22%	8	27
58: COc1ccc(/C=N/Nc2cc(N(C)C)nc(N(C)C)n2)cc1
 : ?	?	12µM*	-7%	3	-10
59: CCOC(=O)C1CCCN(S(=O)(=O)c2cccs2)C1 (configuration not stated)
 : -3%	6%	/	-13%	-1	-9
60: COc1ccc(Nc2nnc(SCC(=O)c3cc(C)n(CC4CCCO4)c3C)s2)cc1 (configuration not stated)
 : -12%	5.9µM*	/	-4%	43*	112*

Pulled one by one from the entries so far (4):
Each structure is followed by: FBPA Giardia inh	Pf growth 48h	Pf growth 96h	Sm TGR inh	Cycloheximide cs	Shiga toxin inh
60: COc1ccc(Nc2nnc(SCC(=O)c3cc(C)n(CC4CCCO4)c3C)s2)cc1 (configuration not stated)
 : -12%	5.9µM*	/	-4%	43*	112*
55: O=C(Cn1nc(-c2ccccc2)c2ccccc2c1=O)NCCN1CCOCC1
 : 3%	3%	/	1%	2	26
57: COC(=O)N/N=C/c1ccc([N+](=O)[O-])s1
 : -6%	15µM*	8.3µM*	-22%	8	27
50: CCCS(=O)(=O)N1CCCC(C(=O)Oc2ccc(Cl)cc2)C1 (configuration not stated)
 : -3%	-15%	?	5%	-2	6

Later entries.
Each structure is followed by: FBPA Giardia inh	Pf growth 48h	Pf growth 96h	Sm TGR inh	Cycloheximide cs	Shiga toxin inh
61: O=C(COc1ccc(Cl)cc1Cl)NN=C1c2ccccc2-c2ccccc21
 : -6%	19%	-18%	-4%	-4	13
62: CCc1nnc(NC(=O)CSc2nnc(C(C)NC(=O)c3ccccc3F)n2C)s1 (configuration not stated)
 : /	-12%	1%	-1%	-5	0
63: CS(=O)(=O)c1ccc(C(=O)N2CCN(Cc3ccccc3)CC2)cc1
 : -2%	-11%	-2%	-1%	1	-17
64: O=C(NCCC1=CCCCC1)C1CCN(S(=O)(=O)N2CCCC2)CC1
 : 2%	9%	0%	-4%	-5	8
65: COC(=O)c1cccc(-n2sc3ccccc3c2=O)c1
 : /	?	14%	?	/	/
66: CC(OC(=O)c1cccc(S(=O)(=O)Nc2cccc(C(F)(F)F)c2)c1)C(=O)Nc1ccc2c(c1)OCCO2 (configuration not stated)
 : 9%	-10%	18%	-5%	2	-8
67: Cc1cc(C)c(C)c(S(=O)(=O)NCC(=O)N2CCCC2)c1C
 : 4%	-13%	19%	4%	-2	-5
68: CCN(C1=NS(=O)(=O)c2ccccc21)N(CC)S(=O)(=O)c1ccc(C)cc1
 : -10%	?	?	1%	-4	-6

Looked up above.
Under FBPA Giardia inh, cpd 4 has 6%&2%
Under Pf growth 48h, cpd 14 has -22%
Under Cycloheximide cs, cpd 67 has -2
